High-throughput results deposited in PubChem by National Center for Advancing Translational Sciences (NCATS).
p53null 32C tox: selectivity test: cytotoxicity in p53 null cells, permissive temperature; actives 0.62% (n = 55,000); AID 903; Potency, µM (series often up to 46.1 µM), for inactives: top-dose activity change, negative = cytotoxicity, hits mostly cytotoxic; H1299-neo p53 null cells, ATP luminescence, 24 h, 32C;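 note: 0% = DMSO only and -100% = full killing by 100 µM tamoxifen; nearly all actives have a fitted effect of over 55% in size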
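H1299-neo, 600 cells/well; overnight 37C; cpd up to 46 uM, 24 h at 32C; ATPlite luminescence after 20 min RT; normalized to DMSO (0%) and tamoxifen 100 uM (100% kill); Hill-fit AC50.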
p53null 39C kill: selectivity test: cytotoxicity in p53 null cells, nonpermissive temperature; H1299 p53-null (neo) cells, 39C, ATPlite viability, 24 h; Potency, µM (top dose mostly 46.1 µM), without a hit: top-dose activity, negative = cell killing, hits mostly cytotoxic; actives 0.97% (n = 55,000); AID 904;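 note: 0% = DMSO only and -100% = full killing by 100 µM tamoxifen; nearly all actives have a fitted effect of over 50% in size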
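ATP-luminescence viability readout (ATPlite, 20 min RT) after 24 hr compound treatment at 39C of H1299-neo or H1299-p53A138V cells; titration up to 46 uM; normalized to DMSO and 100 uM tamoxifen; Hill-fit AC50.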
* = called active by the depositor; ? = inconclusive; [ ] = dose if it differs, or a comment. Calls come from the whole dose curve; as a rule, active = well fitted cell-killing curve with a large enough effect; inconclusive = small, poorly fitted or top-dose-only effect; inactive = no such curve, though single readings can be large or run the other way. Potency is the fitted concentration of half-maximal effect. An excerpt; the hit share may differ from the screen's.

The line under a structure holds: p53null 39C kill	p53null 32C tox
CC1Cc2ccccc2N1Cc1cc(=O)n2ccsc2n1 (stereo unspecified)
  1%	-7%
COc1ccc(C(C(=O)NC(C)(C)C)N(Cc2cccs2)C(=O)CCC(=O)Nc2cc(C)on2)cc1 (stereo unspecified)
  19%	6%
O=C(CCN1CCCCCC1)c1ccccc1
  0%	3%
O=C(Nc1ccccc1C(F)(F)F)N1CCC(n2c(=O)[nH]c3ccccc32)CC1
  7%	6%
COc1ccc(N=c2scc(-c3ccc(S(=O)(=O)N4CCOCC4)cc3)n2CCCO)cc1
  6%	-3%
COC(=O)c1c(NC(=O)C(C)C)sc2c1C(C(=O)OC)CC2 (stereo unspecified)
  23%	3%
O=C1/C(=C\c2ccc(-c3ccccc3[N+](=O)[O-])o2)C(c2ccccc2)=NN1c1ccccc1
  -7%	1%
O=C(Nc1ccc2c(c1)OCO2)c1ccc(Br)c(S(=O)(=O)N2CCCC2)c1
  -22%	-10%
O=C(c1cccc(F)c1F)N1CCCC1
  30%	8%
CCOC(=O)c1c(NC(=O)CSc2nnc(CNc3ccc(C)cc3C)o2)sc(C)c1C
  -1%	1%
O=C(Cn1nc(-c2ccccc2)nc1-c1ccccc1)OC1CCCCC1
  -23%	-3%
COc1ccc(OCCCC(=O)Nc2nncs2)cc1
  -1%	0%
CC(C)CCNC(=O)C(c1ccncc1)N(Cc1cccs1)C(=O)Cn1nnc(-c2ccc(F)cc2)n1 (stereo unspecified)
  4%	-4%
NS(=O)(=O)c1ccc(CCNC(=O)CCC2COc3ccccc3O2)cc1 (stereo unspecified)
  2%	0%
CC(C)c1ccc(C(C(=O)NC2CCCC2)N(C(=O)CNC(=O)c2ccco2)c2cccnc2)cc1 (stereo unspecified)
  22%	6%
COC(=O)c1ccc(-c2nc3cc(N)ccc3o2)cc1
  -14%	?
c1ccc(-c2csc3ncnc(NCCCN4CCOCC4)c23)cc1
  12%	8%
Fc1cccc(-n2ncc(-c3nnnn3-c3ccccc3)c2C(F)(F)F)c1
  6%	-10%
Cc1ccccc1-c1nc2sc3c(c2c(=O)o1)CCC3
  1%	-3%
Cn1c(SCC(=O)N2CCN(c3ccccc3)CC2)nnc1-c1ccncc1
  7%	-13%
CCOC(=O)c1ccccc1NC(=O)CN1C(=O)CCS(=O)(=O)c2ccccc21
  -12%	-6%
O=C1c2ccccc2CC1(Cc1ccccc1)Cc1ccccc1
  -8%	-12%
Cc1cccc(N2C(=O)CC(Sc3nnc(C)s3)C2=O)c1 (stereo unspecified)
  5%	-4%
Cc1cccc(OCc2nnc(SCC(=O)N3CCN(c4ccccc4)CC3)o2)c1C
  6%	5%
CCOc1ccc(C(CC(=O)O)NC(=O)c2ccco2)cc1 (stereo unspecified)
  -14%	2%
COc1ccc(S(=O)(=O)N(n2c(C)nnc2-n2nc(C)cc2C)S(=O)(=O)c2ccc(OC)cc2)cc1
  10%	0%
Cn1c(O)c(C=NCC2CCNCC2)c(=O)n(C)c1=O
  24%	7%
Cc1cccc(NC(=O)N2CCN(Cc3ccccc3)CC2)c1
  5%	-4%
CCOc1cc(C)c(S(=O)(=O)N2CCCC2)cc1C
  -13%	-21%
O=C(CNC(=O)c1ccccc1Cl)N/N=C/c1ccc([N+](=O)[O-])s1
  -13%[1.84 µM]	5%
COc1ccc(-c2nnn(CC(=O)c3ccc4c(c3)OCCO4)n2)cc1OC
  26%	2%
CCn1c(SCC(=O)Nc2sc3c(c2C#N)CCCC3)nnc1-c1ccncc1
  4%	2%
O=C(CSc1nnc(Cc2ccccc2)n1Cc1ccccc1)NCc1ccco1
  -12%	5%
COc1cc(C(=O)N2CCN(C(=O)C(Cc3cc(C)ccc3C)NC(C)=O)CC2)cc(OC)c1OC (stereo unspecified)
  17%	8%
Cc1ccc(NS(=O)(=O)c2cn(C)cn2)cc1
  -6%	6%
CCNc1nc(NCC)nc(C(=O)NN)n1
  -6%	3%
COc1ccccc1NC(=O)NC1(C(=O)N2CCCCCC2)CCCCC1
  7%	8%
COc1ccc(-c2nnc(N(C)C(=O)C3CCCO3)s2)cc1 (stereo unspecified)
  -30%	?
CC(C)(C)C1CCc2c(sc(NC(=O)c3ccco3)c2C(N)=O)C1 (stereo unspecified)
  19%	-4%
O=C(CCCN1C(=O)c2ccccc2C1=O)Nc1cccnc1
  -6%	-3%
CC1CC1C(=O)NCCc1ccc(Cl)cc1 (stereo unspecified)
  12%	2%
CCn1c(C)nc2cc(C(=O)NNC(=O)CCC3CCCC3)ccc21
  11%	2%
Fc1ccc(-c2csc3[n+]2CCS3)cc1
  -5%	-6%
O=C(Nc1cccc(-c2cc3ccccc3oc2=O)c1)c1ccc(Br)o1
  -22%	-2%
COc1ccc(-c2cc(C3CC3)nc(SCC(=O)c3cccs3)c2C#N)cc1
  7%[1.84 µM]	-5%
COc1ccc(C(=O)NC2CCSC2=O)cc1 (stereo unspecified)
  11%	-10%
CN1CCN(CCC(=O)Nc2ccc3c(c2)OCO3)CC1
  -8%	-10%
N#CCCn1nc(-c2ccccc2)cc1Nc1ccccc1NC(=O)C(F)(F)F
  6%	1%
Cc1cccc(NC(=S)NNC(=O)CCn2nc(C)c([N+](=O)[O-])c2C)c1
  -5%	-7%
CCOc1ccc(-c2nn[nH]n2)cc1OCC
  10%	-6%
CO[C@@H]1O[C@@H]2COC(c3ccccc3)O[C@@H]2[C@@H](OC)[C@@H]1O (stereo partly specified)
  9%	-5%
CC(C)(C)S(=O)(=O)c1ccc(S(=O)(=O)C(C)(C)C)s1
  12%	6%
O=C(CCn1c2c(c3ccccc31)CCCC2)NNC(=O)c1ccccc1Cl
  0%[1.84 µM]	8%
O=C(Cc1ccccc1)Nc1c(C(=O)N2CCCCCC2)cnn1-c1ccccc1
  1%	6%
CCCCn1c(C(C)NC(=O)COC)nc2ccccc21 (stereo unspecified)
  1%	2%
CN1C(=O)C(O)(CC(=O)c2cccnc2)c2ccccc21 (stereo unspecified)
  -3%	8%
Cc1cc2nc(C3CCN(C(=S)NCC(C)C)CC3)[nH]c2cc1C
  -2%	-5%
CN1CCN(C2CCCCCC2)CC1
  9%	-3%
C=CCn1c(COc2ccccc2C)nnc1SCC(=O)O
  14%	3%
O=C(NCc1ccco1)c1nnc(Cc2ccc(F)cc2)o1
  8%	37%[activator]

(continued)
The line under a structure holds: p53null 39C kill	p53null 32C tox
Cn1cnnc1SC1CCCCC1NS(=O)(=O)c1ccc(Cl)cc1 (stereo unspecified)
  33%	7%
CCSc1nnc(Cn2c(=O)sc3ccccc32)n1C
  14%	-3%
CCCC/C(O)=N\S(=O)(=O)c1ccc(N=NN(C)C)cc1
  5%	-3%
CCN(CC)c1ccc(C2NCC(c3ccc([N+](=O)[O-])cc3)O2)cc1 (stereo unspecified)
  -14%	-8%
O=C(c1ccc(Cl)cc1)c1c[nH]cc1-c1ccccc1
  26%	5%
Cc1ccc2c(CC(=O)OCc3csc(C)n3)coc2c1
  -4%	0%
CN(c1ccc(C(=O)Nc2ccccc2C(=O)N2CCOCC2)cc1)S(C)(=O)=O
  -4%	-1%
COc1ccc(CCNC(=O)CCCn2c(=O)[nH]c3cc(OC)c(OC)cc3c2=O)cc1OC
  1%	-3%
Cc1ccc(C(C)C)c(OCC(O)CN2CCN(CCO)CC2)c1 (stereo unspecified)
  5%	2%
COc1cccc(Nc2cc(C)nc3ccccc23)c1
  -14%	-11%
CCN1CCCC1CNC(=O)c1ccccc1Cl (stereo unspecified)
  6%	-1%
COc1ccccc1N1C(C)=CC(=C(C#N)c2nc3ccccc3s2)C=C1C
  -9%	2%
Cc1cc(-c2ccccc2)nc2cc(C(N)=O)nn12
  2%	-3%
COc1ccc(NC(=S)NC(NC(C)=O)C(Cl)(Cl)Cl)c([N+](=O)[O-])c1 (stereo unspecified)
  -10%[1.84 µM]	2%
C=CCn1c(SCC(=O)Nc2nc(C)cs2)nnc1C(NC(=O)c1ccccc1)C(C)C (stereo unspecified)
  16%	3%

Among those listed so far, these have a nitro group on carbon:
The line under a structure holds: p53null 39C kill	p53null 32C tox
O=C1/C(=C\c2ccc(-c3ccccc3[N+](=O)[O-])o2)C(c2ccccc2)=NN1c1ccccc1
  -7%	1%
O=C(CNC(=O)c1ccccc1Cl)N/N=C/c1ccc([N+](=O)[O-])s1
  -13%[1.84 µM]	5%
Cc1cccc(NC(=S)NNC(=O)CCn2nc(C)c([N+](=O)[O-])c2C)c1
  -5%	-7%
CCN(CC)c1ccc(C2NCC(c3ccc([N+](=O)[O-])cc3)O2)cc1 (stereo unspecified)
  -14%	-8%
COc1ccc(NC(=S)NC(NC(C)=O)C(Cl)(Cl)Cl)c([N+](=O)[O-])c1 (stereo unspecified)
  -10%[1.84 µM]	2%

Carrying on.
The line under a structure holds: p53null 39C kill	p53null 32C tox
COc1ccc(NC(=O)NCCN2CCc3ccccc3C2)cc1
  25%	2%
Cc1cc(C(=O)NP(=O)(N2CCOCC2)N2CCOCC2)c(C)n1-c1ccc(Br)cc1
  -17%	1%
COc1ccc(N2CCN(C(=O)CCc3ccc(S(=O)(=O)NCC(C)C)cc3)CC2)cc1
  -4%	1%
CC(NC(=O)c1cccs1)C(c1cccs1)N1CCN(Cc2ccccc2)CC1 (stereo unspecified)
  -1%	-4%
CCCN1C(=O)/C(=C/c2ccc(C)s2)NC1=S
  -13%	7%
CCOc1ccccc1C(=O)NC1CC2CCCC(C1)N2Cc1ccccc1 (stereo unspecified)
  -7%	-3%
Cc1cc(C)nc(SCCC(=O)N2CCOCC2)n1
  9%	7%
Cn1c(C(=O)OC(C(=O)NC2CCCC2)c2cccnc2)cc2sccc21 (stereo unspecified)
  4%	-3%
O=C(c1ccccc1)c1cc[n+]([O-])cc1
  6%	-5%
CCn1c(-c2nn(C)c(C)c2Cl)n[nH]c1=S
  15%	-5%
COc1ccc(C2/C(=C(\O)c3ccc4c(c3)OCCO4)C(=O)C(=O)N2Cc2ccco2)c(OC)c1 (stereo unspecified)
  -6%	-7%
NNc1nc(NCc2ccccc2)nc(N2CCOCC2)n1
  34%	4%
CCc1nnc(NC(=O)CSc2nc3ccccc3c(=O)n2CCCOC)s1
  22%	-1%
O=C(Nc1cc(C(F)(F)F)ccc1Cl)c1cc(C2CC2)on1
  10%	-6%
CC1CN(S(=O)(=O)c2cccc3nsnc23)CC(C)O1 (stereo unspecified)
  8%	3%
CC(C)(C)n1ncc2c(=O)n(CC(=O)NCc3ccco3)cnc21
  -28%	1%
CCc1nc2sc3ccccc3c(=O)c2c(=O)n1Cc1ccco1
  2%	-5%
CC(C)(C)NC(=O)C(c1ccco1)N(C(=O)Cn1nnc(-c2ccc(F)cc2)n1)c1cccc(F)c1 (stereo unspecified)
  -18%	-16%
Cc1cc(C(=O)Nc2sc3c(c2C#N)CCCC3)no1
  11µM*	14µM*
Cc1occc1-c1nnc(SCC(=O)NC2CCCC2)n1-c1ccccc1
  16%	2%
CCOC(=O)C1(c2ccccc2)NC(c2ccccc2C)C2C(=O)N(c3ccc4c(c3)OCO4)C(=O)C21 (stereo unspecified)
  13%	-1%
Cc1ccc2nc(SCC(=O)NNC(=O)c3ccccc3)[nH]c2c1
  -2%	-5%
COc1cc2c(cc1OC)CN(CC(=O)Nc1cccc(C)c1)CC2
  -14%	0%
Cc1ccc(S(=O)(=O)n2ccc3cccnc32)cc1
  10%	-4%
O=C(N/N=C\C=C\c1ccco1)c1cc(-c2ccc3ccccc3c2)n[nH]1
  -2%	-12%
CC1CCCN(c2ccc(C(=O)NCc3cccs3)cn2)C1 (stereo unspecified)
  0%	-7%
Cc1ccc(NC(=O)N2CCCC2C(=O)NCc2cccs2)cc1 (stereo unspecified)
  -1%	2%
O=C(CCCCn1c(=O)[nH]c2ccsc2c1=O)NCc1cccnc1
  5%	5%
CC12CC(c3ccccc3O1)C(/C(N)=N/NC(=O)c1ccc(F)cc1)C(=O)N2 (stereo unspecified)
  -12%	-6%
CC(OC(=O)c1ccc2c(c1)C(=O)N(Cc1ccncc1)C2=O)C(=O)Nc1cccc(Cl)c1Cl (stereo unspecified)
  -5%	-9%

Record cards (already shown). Values in the order: p53null 39C kill | p53null 32C tox
CC(C)(C)NC(=O)C(c1ccco1)N(C(=O)Cn1nnc(-c2ccc(F)cc2)n1)c1cccc(F)c1 (stereo unspecified) in the list: -18% | -16%
COc1cc2c(cc1OC)CN(CC(=O)Nc1cccc(C)c1)CC2 in the list: -14% | 0%
Cc1occc1-c1nnc(SCC(=O)NC2CCCC2)n1-c1ccccc1 in the list: 16% | 2%

New compounds follow
The line under a structure holds: p53null 39C kill	p53null 32C tox
CCCCOc1ccc(S(=O)(=O)NC(=O)NCc2ccc(OCCC)cc2)cc1
  -1%	-1%
Cc1cc(C)nc(N2CCCC(C(=O)Nc3nnc(C(C)C)s3)C2)n1 (stereo unspecified)
  10%	-1%
COc1cc2c(cc1OC)C(C)N(C(=O)c1cc3n(n1)C(C(F)(F)F)CC(c1ccco1)N3)CC2 (stereo unspecified)
  -6%	6%
Cc1ccccc1NC(=O)C1CCN(c2cc(-c3ccccc3)nc3ncnn23)CC1
  4%	2%
CCC(OC(=O)c1nsc(Cl)c1Cl)C(=O)NCc1cccs1 (stereo unspecified)
  0%	-10%
C=C(C)Cn1c(CNC(C)=O)nc2ccccc21
  -6%	-4%
